NCI-60 one-dose screen, 48 h, at 10 µM unless noted. Numbers give growth in % (100 = growth as untreated, 0 = no growth, -100 = all killed).
MCF7 – MCF7 breast cancer; AID 1794796; actives 6.3% (n = 82,000)
MOLT-4 – MOLT-4 leukemia cells; actives 6.9% (n = 80,000)
MDA-MB-468 – MDA-MB-468 breast cancer. actives 8.5% (n = 78,000)
MDA-MB-435 – MDA-MB-435 melanoma; actives 7.8% (n = 82,000)
K-562 – K-562 leukemia; actives 7.4% (n = 78,000); AID 1794777
MDA-MB-231 – MDA-MB-231 breast cancer. actives 5% (n = 81,000). AID 1794789
RPMI-8226 – RPMI-8226 leukemia cells; actives 7.5% (n = 77,000)
SR – SR leukemia cells. AID 1794780. actives 8.7% (n = 73,000)
The depositor's hits bear a star; nt = no result given; & = joins results of further samples; [ ] = dose if it differs, or a comment. The calls were made as follows: active = growth percent below 10; inactive = the rest. Hits appear at their usual frequency. About 15% of those tested had a hit in this group.

canonical_smiles | MCF7 | MOLT-4 | MDA-MB-468 | MDA-MB-435 | K-562 | MDA-MB-231 | RPMI-8226 | SR
CCOc1ccc(-n2nc(C(=O)Nc3ccccc3OC)nc2-c2cc(OC)c(OC)c(OC)c2)cc1 | 77 | 76 | 92 | 87 | 80 | 44 | 68 | 66
Cc1ccc2oc(=O)cc(CSc3nc4ccc([N+](=O)[O-])cc4[nH]3)c2c1 | 93 | 100 | 100 | 97 | 98 | 100 | 90 | 116
O=C(Nc1ccc(-n2cc(-c3ccncc3)c(-c3ccc(O)c(Cl)c3)n2)cc1)c1ccc(Cl)c(C(F)(F)F)c1 | 21 | 17 | 28 | 16 | 5.9* | -29* | -27* | 8.5*
Cc1cc(Br)ccc1-n1cc(C#N)c(N)c1C(=O)c1ccc(Cl)cc1 | 92 | 112 | 96 | 98 | 120 | 100 | 101 | 91
COc1ccc(CNC(=O)Nc2cnc(Cl)nc2Oc2cccc(C(F)(F)F)c2)cc1 | 94 | 50 | 104 | 111 | 61 | 90 | 65 | 73
Nc1nc(-c2ccccc2)cs1 | 94&40 | 105&35 | 115&55 | 107&68 | 114&28 | 104&62 | 109&35 | 95&30
CCOC(=O)Cc1cc(Br)c(OC/C=C(/C)CC/C=C(/C)CCC=C(C)C)c(Br)c1 | 88 | nt | 104 | 86 | nt | 95 | nt | nt
CCOC(=O)C1[C@@H]2C(=O)N(c3ccccc3)C(=O)[C@@H]2[C@H](c2nc[nH]c2C)N1Cc1ccccc1 (stereo partly drawn) | 100 | 84 | 91 | 96 | 91 | 93 | 94 | 87
S=C(NCCNC(=S)[S][Sn]([c]1ccccc1)([c]1ccccc1)[c]1ccccc1)[S][Sn]([c]1ccccc1)([c]1ccccc1)[c]1ccccc1 | -100* | -33* | -98* | -88* | nt | -82* | -24* | 0.6*
O=C1c2ccccc2C(=O)N1c1ncnc2nc[nH]c12 | 99 | 96 | 102 | 99 | nt | 92 | 99 | 95
CCOC(=O)c1sc2ncnc(Nc3ccc(OCc4ccc(F)cc4)cc3)c2c1C | 96 | 86 | 110 | 101 | nt | 78 | 104 | 92
COc1ccc2nc(-c3c(-c4ccccc4)nc4ncccn34)[nH]c2c1 | 97 | nt | 89 | 104 | 101 | 99 | 88 | 90
O=C(O)CNC(=O)CN/C=c1\sc2ncnn2c1=O | 91 | 104 | 119 | 110 | 97 | 116 | 113 | 91
Nc1nc(N)c(-c2ccc(Cl)cc2)c(CBr)n1 | 106 | 90 | 95 | 101 | 76 | 107 | 94 | 88
O=S(=O)(NCCNc1cc(-c2cn(-c3ccccc3)nc2-c2cccc(O)c2)ccn1)c1ccc(Br)cc1 | 13 | 8.6* | -29* | 22 | 3.7* | 4.3* | 13 | 5.3*
Nc1cc(OCC(=O)O)c(Cl)cc1Cl | 98 | 102 | 114 | 111 | 106 | 101 | 98 | 94
C/C=N\C(N)=S | 92 | 100 | 105 | 102 | 101 | 106 | 107 | 96
CCCCCCCSc1nnc(-c2c(C)nc3ccc(C)cn23)o1 | 79 | 95 | 99 | 99 | 90 | 95 | 87 | nt
CCOC(=O)CCC1CCCCC1=O (stereo not drawn) | 84 | 105 | 101 | 103 | 111 | 112 | 107 | 136
O=C1c2cccc3cccc(c23)C(=O)N1Nc1nc(N2CCOCC2)nc(N2CCN(c3ccccc3)CC2)n1 | 18 | 42 | -16* | -13* | 18 | 56 | nt | 24
O=C(CCC(=O)c1nc2ncccc2[nH]1)NN1C(=O)CSC1c1ccc(Br)cc1 (stereo not drawn) | 80 | 98 | 89 | 98 | 95 | 108 | 95 | 83
CCCCc1ccc(C2=C(Cl)C(=O)C(c3ccc(CCCC)cc3)=C(Cl)C2=O)cc1 | 73 | 68 | 101 | 94 | 82 | 99 | 74 | 72
COc1cc(/C=C\c2c(-c3cccs3)nc3sccn23)cc(OC)c1OC | 83 | 86 | 96 | 60 | 63 | 89 | nt | nt
CCN1CCN(c2nc(NCCCNc3ccnc4cc(Cl)ccc34)c3ccccc3n2)CC1 | 23 | 14 | 29 | -82* | nt | -11* | -10* | -33*
CCN1C(=O)N(CC)C2C1NN=c1s/c(=C\c3ccccc3F)c(=O)n12 (stereo not drawn) | 15 | 10 | 11 | -37* | 8.1* | 15 | 21 | 8.6*
C[C@@]1(C(=O)Nc2ccc(F)nc2)CCCN1c1nc(Nc2cc(C3CC3)[nH]n2)c2cccn2n1 | 18 | 30 | 13 | 38 | 27 | 21 | 62 | -0.8*
COc1cc(C(=O)/C=C/c2c(-c3ccc(F)cc3)nc3sc(C)nn23)cc(OC)c1OC | 65 | 88 | 74 | 98 | 87 | 69 | 82 | 76
O=C(CN1CCN(c2ccccc2F)CC1)Nc1ccc(C(F)(F)F)cc1[N+](=O)[O-] | 115 | 68 | nt | 109 | 89 | 116 | 99 | 60
CC1(C)CC[C@]2(C(=O)O)CC[C@]3(C)C(=CC[C@@H]4[C@@]5(C)C/C(=C/c6cccnc6)C(=O)C(C)(C)[C@@H]5CC[C@]43C)[C@@H]2C1 | 91 | 94 | 115 | 100 | 81 | 111 | 84 | nt
CC1=C(c2cc(-c3ccccc3O)c(C#N)c(=O)[nH]2)C(c2ccccc2)NC(=S)N1 (stereo not drawn) | 75 | 100 | 113 | 92 | 70 | 100 | 81 | 73
NS(=O)(=O)c1ccc(CCn2c(SCc3ccc(F)cc3)nc3ccccc3c2=O)cc1 | 92 | 93 | 89 | 107 | nt | 79 | 96 | 89
O=C(Nc1ccc(Br)cc1)c1ccccc1 | 84 | 91 | 98 | 101 | 94 | 103 | 101 | 103
CC(Oc1c(Cl)cc(Cl)cc1Cl)C(=O)O (stereo not drawn) | 94 | 89 | 96 | 101 | 105 | 105 | nt | 91
COc1ccc(-c2nn(-c3ccccc3)cc2/C=C2\SC(=O)NC2=O)cc1 | 85 | 96 | 107 | 108 | 87 | 84 | 79 | nt
CNC(=O)c1c(NC(=O)c2cccc(C(F)(F)F)c2F)sc2c1CCC(=O)C2 | 6.3* | 7.4* | 0.9* | 12 | 13 | -29* | -0.7* | 20
CCOc1ccc2c(c1)CC[C@@H]1[C@@H]2CC[C@]2(C)[C@@H](O)[C@@H](O)C[C@@H]12 | 111 | 95 | 87 | 90 | 92 | 109 | 93 | 89
Cc1cc(/C=C/c2ccc(C(F)(F)F)cc2)c2ccccc2n1 | 29 | 26 | 19 | 41 | 17 | nt | 31 | 21
Nc1ccccc1O | 88 | 87 | 104 | 97 | 82 | 95 | 52 | 96
COc1c(Cl)c(Cl)cc(Cl)c1Cl | 105 | 86 | 97 | 107 | 103 | 98 | nt | 84
C=CCOC(=O)C1=C(C)NC2=C(C(=O)CC(C)(C)C2)C1c1ccccc1 (stereo not drawn) | 94 | 88 | 100 | 99 | 90 | 98 | nt | 92
CCCCNc1nnc(-c2ccc(-n3nc(-c4ccc(OC)cc4)cc3-c3ccc(OC)cc3)cc2)s1 | 85 | 82 | 94 | 100 | 97 | 70 | 75 | 93
Cc1ccc(S(=O)(=O)Nc2ccc(C(=O)/C=C/c3cccc(C)c3)cc2)cc1 | 59 | 89 | 88 | 99 | 74 | 104 | 83 | 77
O=S(=O)(Nc1ccsc1-c1nc(-c2ccccc2)no1)c1cc(Cl)cc(Cl)c1 | 92 | 104 | 89 | 89 | 105 | 102 | 83 | nt
Cc1ccc(-c2csc(=N)n2CC(=O)N2CCOCC2)cc1 | 98 | 100 | 106 | 87 | 100 | 98 | 93 | 96
CCSC1OC(COC(C)=O)C(OC(C)=O)C(OC(C)=O)C1OC(C)=O (stereo not drawn) | 101 | 115 | 122 | 101 | 103 | 110 | 109 | 108
CC(C)CCN(CCCNc1c2c(nc3cc(Cl)ccc13)CCCC2)CCC(C)C | 40 | 47 | 23 | 86 | 23 | 22 | 40 | 7.9*
COc1cccc(NC(=O)c2sc3nc4c(cc3c2N)CCCC4)c1C | 75 | 93 | 93 | 40 | 41 | 102 | 88 | 57
COc1cc(NS(=O)(=O)c2ccccc2)ccc1C | 97 | 91 | 105 | 102 | nt | 107 | 96 | 93
O=C(CCc1nnc2sc(C(c3ccccc3)c3ccccc3)nn12)c1nc2ccccc2[nH]1 | 53 | 58 | 75 | 83 | nt | 64 | 43 | nt
COc1ccc(C2C(C(=O)Nc3ccc(F)cc3)=C(C)NC3=C2C(=O)CC(C)(C)C3)cc1 (stereo not drawn) | 95 | 99 | 97 | 103 | 97 | 96 | 106 | nt
O=C(CSc1nc(-c2ccccc2)[nH]c1S(=O)(=O)c1ccccc1)NC1CC1 | 65 | 94 | 4.0* | 108 | 87 | 90 | 90 | 92
O=C1c2ccccc2C23C(=C(Br)c4cc(Br)ccc42)CCCN13 (stereo not drawn) | 45 | 52 | 55 | 19 | 26 | 81 | 66 | 23
CCc1ccccc1O | 108 | 96 | 116 | 110 | 99 | 110 | 96 | 94
C=NC(C(=O)NC1C(=O)N2C1SC(C)(C)C2C(=O)O)c1ccccc1 (stereo not drawn) | 99 | 107 | 111 | 106 | nt | 101 | nt | 98
c1ccc(N2CCN(c3nc(-c4cccnc4)nc4sc5c(c34)CCCCCC5)CC2)cc1 | 95 | 93 | 95 | 100 | 101 | 97 | 89 | 118
CCCN(CCC)CC(O)COc1ccccc1C(=O)Nc1ccccc1 (stereo not drawn) | 80 | 78 | 86 | -21* | 22 | 97 | 71 | 29
COC(=O)/C=C1\S/C(=N\Nc2ccc([N+](=O)[O-])cc2[N+](=O)[O-])N(Cc2ccccc2)C1=O | 98 | 93 | 115 | 100 | 81 | 98 | 88 | nt
CCC(C)/C(=C\C#N)NCCCN/C(=C/C#N)C(C)CC (stereo not drawn) | 100 | 99 | 108 | 105 | 99 | 103 | 89 | 90
CCOC(=O)c1sc(NC(=O)c2cc(OC)c(OC)c(OC)c2)nc1C | 88 | 88 | 92 | 102 | 51 | 96 | 83 | 79
O=S(=O)(O)c1cccc2cc(Nc3ccccc3)cc(Nc3ccccc3)c12 | 103 | 93 | nt | 116 | 111 | 65 | 106 | nt

Additional entries:
canonical_smiles | MCF7 | MOLT-4 | MDA-MB-468 | MDA-MB-435 | K-562 | MDA-MB-231 | RPMI-8226 | SR
COC(=O)c1ccc(NC2=CC(=O)C(C)=C(C)C2=O)cc1 | 85 | 57 | 35 | 54 | 81 | 91 | 86 | 64
CC1=CSC2=NC(c3ccc(Cl)cc3)=CC(c3ccc(Cl)cc3)N12 (stereo not drawn) | 97 | 91 | 100 | 103 | 101 | 116 | 106 | 82
C=C1C(=O)O[C@H]2[C@H]1CC/C(Cn1cc(CNC(=O)c3cc4ccccc4[nH]3)nn1)=C\CC[C@@]1(C)O[C@@H]21 | 9.9* | 4.7* | nt | 26 | 2.1* | 61 | -11* | 4.4*
CCOC(=O)CC(=O)c1ccc(C(=O)CC(=O)OCC)cc1 | 93 | 106 | 97 | 106 | 104 | 103 | 114 | 108
O=Cc1cn(-c2nc(N3CCCCC3)nc(N3CCOCC3)n2)c2ccccc12 | 75 | 84 | 63 | 88 | 94 | 103 | 83 | 66
C/C(O)=C(\N=Nc1ccccc1)C(N)=O | 100 | 100 | 96 | 115 | 117 | 119 | 107 | 87
O=c1[nH]c2ccccc2c2ccc(Cl)cc12 | 78 | 93 | 95 | 108 | 115 | 69 | 96 | 89
COC(=O)c1nc(-c2ccccc2)oc1S(=O)(=O)Cc1ccccc1 | 79 | -9.3* | 59 | 100 | 2.9* | 85 | 84 | -12*
COc1cc(/C=C/C(=O)c2ccc(NC(=O)CSc3nnc(-c4ccc(Cl)cc4)o3)cc2)cc(OC)c1OC | 91 | 92 | 104 | 98 | 89 | 60 | 88 | 67
Cc1nssc1=S | 94 | 100 | nt | 104 | 94 | 112 | 97 | 98
C/C(=N\Nc1ccc([N+](=O)[O-])cc1[N+](=O)[O-])c1ccc(Cc2ccccc2)cc1 | 94 | 95 | 109 | 105 | 93 | 101 | 101 | 100
C=C(C)[C@@H]1CC[C@]2(C)[C@H](CC[C@@H]3[C@@H]([C@@](C)(O)CCC=C(C)C)CC[C@]32C)[C@@]1(C)CCC(=O)O | 7.9*[100 µM] | -0.2*[100 µM] | 8.8*[100 µM] | -37*[100 µM] | 12[100 µM] | -40*[100 µM] | 0.6*[100 µM] | 21[100 µM]
CC(=O)Nc1c(C)nc[nH]c1=O | 96 | 118 | 101 | 99 | nt | 102 | 132 | nt
CN(C)c1ccc(CC(N)C(=O)O)cc1 (stereo not drawn) | 90 | 94 | 100 | 107 | 92 | 101 | 90 | 102
c1cc(-c2nc3ccc4[nH]ncc4c3c3c2CCCC3)[nH]n1 | 40 | 68 | 44 | 11 | 64 | 89 | 55 | 7.9*

Reformatted with values under each structure: part of the list above
The line under a structure holds: MCF7, MOLT-4, MDA-MB-468, MDA-MB-435, K-562, MDA-MB-231, RPMI-8226, SR
CCC(C)/C(=C\C#N)NCCCN/C(=C/C#N)C(C)CC (stereo not drawn)
  100, 99, 108, 105, 99, 103, 89, 90
CCOC(=O)c1sc(NC(=O)c2cc(OC)c(OC)c(OC)c2)nc1C
  88, 88, 92, 102, 51, 96, 83, 79
O=S(=O)(O)c1cccc2cc(Nc3ccccc3)cc(Nc3ccccc3)c12
  103, 93, nt, 116, 111, 65, 106, nt
COC(=O)c1ccc(NC2=CC(=O)C(C)=C(C)C2=O)cc1
  85, 57, 35, 54, 81, 91, 86, 64

Screens (PubChem)
